From PubChem
TRPC4 potent – positive allosteric modulators of TRPC4, primary screen, cell-based, mouse TRPC4beta, HEK293 mu-opioid, Fluo-4 calcium; Short transient receptor potential channel 4 (Mus musculus), Q9QUQ5; DAMGO EC20, Fluo-4 Ca2+ flux; hits give high values; B-score at 10 µM; 0.42% of 310,000 active; AID 2227, 2009;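 active means B-score of calcium response area above 5 SD of library B-scores, with initial fluorescence ratio within 5 SD of library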;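 further: B-score of integrated fluorescence ratio over time as area under calcium response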
Target sequence (Q9QUQ5 whole entry, looked up): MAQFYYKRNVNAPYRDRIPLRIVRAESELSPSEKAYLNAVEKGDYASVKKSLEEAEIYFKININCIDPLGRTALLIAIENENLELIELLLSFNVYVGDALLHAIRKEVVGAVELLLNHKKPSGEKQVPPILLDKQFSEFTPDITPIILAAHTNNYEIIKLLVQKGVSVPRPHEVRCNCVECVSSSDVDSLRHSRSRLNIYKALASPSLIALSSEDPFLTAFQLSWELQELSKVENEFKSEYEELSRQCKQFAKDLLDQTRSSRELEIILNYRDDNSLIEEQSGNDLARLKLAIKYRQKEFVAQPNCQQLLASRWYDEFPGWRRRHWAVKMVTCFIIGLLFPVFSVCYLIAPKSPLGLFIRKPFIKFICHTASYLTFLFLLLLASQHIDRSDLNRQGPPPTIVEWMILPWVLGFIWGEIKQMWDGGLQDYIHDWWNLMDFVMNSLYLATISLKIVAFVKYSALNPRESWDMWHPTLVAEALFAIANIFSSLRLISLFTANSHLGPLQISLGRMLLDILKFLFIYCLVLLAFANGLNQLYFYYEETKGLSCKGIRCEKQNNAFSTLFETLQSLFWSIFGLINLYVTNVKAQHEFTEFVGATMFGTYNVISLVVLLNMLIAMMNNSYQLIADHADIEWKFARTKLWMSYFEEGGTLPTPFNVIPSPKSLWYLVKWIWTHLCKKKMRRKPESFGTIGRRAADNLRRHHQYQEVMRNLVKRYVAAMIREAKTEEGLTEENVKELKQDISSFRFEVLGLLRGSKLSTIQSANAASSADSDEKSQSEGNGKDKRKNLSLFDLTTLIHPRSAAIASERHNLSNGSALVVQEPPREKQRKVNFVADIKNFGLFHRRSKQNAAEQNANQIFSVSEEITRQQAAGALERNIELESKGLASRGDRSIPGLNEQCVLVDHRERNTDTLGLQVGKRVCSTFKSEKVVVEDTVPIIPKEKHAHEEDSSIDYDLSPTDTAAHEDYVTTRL
KCNK3 inh – human KCNK3 channel inhibitors, primary screen, CHO cells, FluxOR thallium flux, B-score; FluxOR fluorescence; hits give low values; B-score at 10 µM; AID 602410, 2012; Potassium channel subfamily K member 3 (Homo sapiens), O14649; 0.84% of 340,000 active;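 active means B-score under library mean minus 4 SD, starting fluorescence ratio at most library mean plus 5 SD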;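 further: more negative B-score means stronger inhibition of thallium flux through KCNK3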
Platelet DG rel – inhibitors of platelet dense granule secretion, primary screen, cell-based, MLPCN, human platelets. 0.22% of 300,000 active. human platelet-rich plasma, SFLLRN dense granule ATP release, luminescence. AID 1663, 2009. inhibition, %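 (compounds screened at 7.5 µM in platelet-rich plasma)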;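 active means mean replicate score, as percent of positive control, at or above 50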
hERG protect – hERG rescue from dofetilide block, primary screen, cell-based, CHO-hERG, FluxOR thallium flux, dofetilide IC70; dofetilide IC70 present; 0.51% of 310,000 active; activation (rescue from dofetilide block), less the hit threshold, % at 10 µM;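 active means activation above the mean of controls blocked by dofetilide plus 5 SD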;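 further: thallium influx through hERG after potassium depolarization seen as dye fluorescence rise; in these data hits start at about 4.7%; inactives centre near -7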
PolyA inhibitor – polyadenylation inhibitors in yeast reporter cells, primary screen, luminescence, S. cerevisiae. S. cerevisiae SKY197-pL101 polyadenylation reporter, beta-gal luminescence; efflux-impaired pdr1/pdr3 knockout yeast; score 100 = 6 SD above DMSO. calls only at 12 µM. 0.02% of 300,000 active;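 active means lowest replicate activity score at least 50, where 100 means six control SD above control mean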;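 further: yeast exposed to compound for 9 h at 30 °C; higher score means more reporter readthrough which indicates perturbed polyadenylation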
KCNQ1 block – inhibitors of human KCNQ1 channel, primary screen, cell-based, thallium flux, high-throughput; CHO-K1 KCNQ1, FluxOR thallium flux fluorescence; hits give high values; B-score at 10 µM; 1.3% of 310,000 active;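 active means compounds whose thallium flux B-score, printed positive for inhibition, exceeds three library SD while starting fluorescence stays within three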;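 further: channel opened by potassium depolarization with thallium stimulus after 20 min compound exposure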
TRPC4 block – inhibitors of mouse TRPC4 channel, primary screen, Fluo4 calcium, HEK293 TRPC4beta/mu-opioid cells | B-score at 10 µM | 0.39% of 300,000 active | AID 2247, 2010 | Short transient receptor potential channel 4 (Mus musculus), Q9QUQ5 | DAMGO-evoked Fluo4 calcium flux; hits give low values;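 active means B-score over 3 SD under the library average, no early fluorescence shift, positive overall ratio signal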
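Material: HEK293 cells with stable TRPC4beta plus mu-opioid receptor expression; probe or stimulus: DAMGO in two steps, submaximal then maximal; technique: Fluo4 calcium fluorescence by kinetic imaging, 5 s 1 Hz baseline; measure: integrated fluorescence ratio relative to baseline, converted to per-well B score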
TRPC4 act – activators of mouse TRPC4 channel, primary screen, Fluo4 calcium, HEK293 TRPC4beta/mu-opioid cells; Fluo4 calcium fluorescence; hits give high values; AID 2237, 2010; B-score at 10 µM; Short transient receptor potential channel 4 (Mus musculus), Q9QUQ5; 0.49% of 310,000 active;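 active means B-score above 5 SD of library B-scores, and initial fluorescence ratio not above library mean plus 5 SD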;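 further: positive B-score marks a calcium rise read as TRPC4 activation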
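Assay system – TRPC4beta and mu-opioid receptor HEK293 stable cells · Measured by – Fluo4 fluorescence, kinetic · Schedule – dye loading 45 min room temperature, 110 s kinetic read · Read-out – B-scored integrated calcium fluorescence ratio · Controls – buffer and maximal DAMGO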
KCNK9 block – KCNK9 potassium channel inhibitors, primary screen, HEK293 cells, thallium flux | FluxOR thallium flux fluorescence; hits give low values | B-score at 10 µM | 1.2% of 310,000 active;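 active means ratio B-score over 3 SD below the library mean, with starting fluorescence within 5 SD of its mean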;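 further: negative B-score means less thallium flux so channel inhibition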
DYRK1A inh – rat Dyrk1A kinase inhibitors, primary screen, biochemical, single point, plate reader; Dual specificity tyrosine-phosphorylation-regulated kinase 1A (Rattus norvegicus), Q63470; ADP-Glo luminescence, NFATc1 peptide; inhibition, % at 12.5 µM; 0.43% of 310,000 active; in the data active means inhibition above about 50%;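 further: plate controls were vehicle with enzyme for no effect and no enzyme for full effect; many of its hits are not listed in these tables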
KCNQ1 pot – potentiators or activators of KCNQ1 channel, primary screen, cell-based, thallium flux, high-throughput; B-score at 10 µM; 0.35% of 310,000 active; CHO-K1 KCNQ1, thallium flux FluxOR fluorescence; hits give high values; Potassium voltage-gated channel subfamily KQT member 1 (Homo sapiens), P51787;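 active means fluorescence ratio B-score, a plate-corrected score, at least three library SD, with initial intensity B-score within 5 SD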
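assay system = CHO-K1 cells stably expressing KCNQ1 | medium = assay buffer, equal DMSO in all wells | timing = 37 °C overnight plating, 90-min dark dye load, 20-min compound pretreatment | measured by = kinetic FluxOR thallium fluorescence, 10-s 1-Hz baseline, 110-s post-stimulus read | measure = fluorescence change relative to baseline, converted to B score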
Starred values were filed as active, the others as inactive; i = inactive; x = no result given. Only part of the results is shown (hit frequency here may not be typical).

Each structure is followed by: TRPC4 potent | KCNK3 inh | Platelet DG rel | hERG protect | PolyA inhibitor | KCNQ1 block | TRPC4 block | TRPC4 act | KCNK9 block | DYRK1A inh | KCNQ1 pot
Cn1cnc2c1c(=O)n(Cc1ccccc1C#N)c(=O)n2C
 : i | i | -10 | -5 | i | i | i | i | i | 2 | i
c1ccc(CN2CCN(C3CCCSc4ccccc43)CC2)cc1 (stereo not given)
 : i | i | -3 | -4 | i | i | i | i | i | -7 | i
Cc1ccc(-c2nn(-c3ccccc3)cc2/C=N/NC(=O)c2ccc3c(c2)OCO3)cc1
 : i | i | 6 | -3 | i | 6* | i | i | i | 5 | i
Cc1cc(Br)ccc1NC(=O)c1cnc(N2CCN(c3ccccn3)CC2)c2ccccc12
 : i | i | 1 | -7 | i | 7* | i | i | i | -2 | i
Cc1ccc(C)c(C(C)NC(=O)c2ccc(Br)o2)c1 (stereo not given)
 : i | i | 2 | -17 | i | i | i | i | i | x | i
COc1ccccc1/C=C/C=C1N=C(/C=C/c2ccc(Cl)cc2)OC/1=O
 : i | i | 3 | -10 | i | i | i | i | i | 1 | i
Cc1cccc(NC(=O)c2cc(=O)n(Cc3ccccc3)c(=O)[nH]2)c1
 : i | i | -2 | -4 | i | i | i | i | i | 1 | i
CC(C)(C)c1[nH]c2ccccc2c1/C=N/O
 : i | i | -1 | -6 | i | i | i | i | i | 22 | i
COc1ccccc1/C=C/C(=O)Nc1cccc(S(=O)(=O)NC2=NCCCCC2)c1
 : i | i | -2 | -17 | i | i | i | i | i | 0 | i
Cc1ccccc1OCCC(=O)OCC(=O)Nc1cc(S(=O)(=O)N2CCOCC2)ccc1Cl
 : i | i | 3 | -7 | i | i | i | i | i | -3 | i
CCn1nc(NS(=O)(=O)c2ccccc2)c2cc3ccccc3nc21
 : i | i | 17 | -11 | i | i | i | i | i | -2 | i
Cc1ccccc1Nc1cc(C(=O)NCC2CCCO2)c2ccccc2n1 (stereo not given)
 : i | i | 2 | -10 | i | i | i | i | i | 4 | i
O=C(Nc1ccc(C(=O)N2CCOCC2)cc1)c1ccccc1[N+](=O)[O-]
 : i | i | -13 | -9 | i | i | i | i | i | 0 | i
COc1ccccc1-c1nc(C#N)c(N2CCN(C(c3ccccc3)c3ccccc3)CC2)o1
 : i | i | 6 | -6 | i | i | i | i | i | -4 | i
CC(=O)N/C(=C/c1ccc(OS(=O)(=O)c2ccc(C)cc2)cc1)C(=O)NCCCO
 : i | i | 7 | -1 | i | i | i | i | i | x | i
CN(C)CCN(Cc1ccccc1)c1nccc(N(C)C)c1C#N
 : i | i | -5 | -3 | i | i | i | i | i | 0 | i
O=C1Cc2ccccc2Sc2cc(OCCCN3CCCCC3)ccc21
 : i | i | -1 | -12 | i | i | i | i | i | 11 | i
N#Cc1ccc(-c2ccco2)nc1SCC(=O)c1ccc(Cl)cc1
 : i | -13* | 1 | -17 | i | i | i | i | -8.3* | 3 | i
O=C(CSc1nnc(CNc2ccc(F)cc2)n1CC1CCCO1)Nc1ccccc1 (stereo not given)
 : i | i | 1 | -5 | i | i | i | i | i | 1 | i
COc1cccc(C(=O)NCc2ccc(N3CCN(C(=O)OC(C)(C)C)CC3)cc2)c1
 : i | i | 8 | -14 | i | i | i | i | i | -8 | i

Molecules above containing an NH in an aromatic ring:
Each structure is followed by: TRPC4 potent | KCNK3 inh | Platelet DG rel | hERG protect | PolyA inhibitor | KCNQ1 block | TRPC4 block | TRPC4 act | KCNK9 block | DYRK1A inh | KCNQ1 pot
Cc1cccc(NC(=O)c2cc(=O)n(Cc3ccccc3)c(=O)[nH]2)c1
 : i | i | -2 | -4 | i | i | i | i | i | 1 | i
CC(C)(C)c1[nH]c2ccccc2c1/C=N/O
 : i | i | -1 | -6 | i | i | i | i | i | 22 | i

(list continues)
Each structure is followed by: TRPC4 potent | KCNK3 inh | Platelet DG rel | hERG protect | PolyA inhibitor | KCNQ1 block | TRPC4 block | TRPC4 act | KCNK9 block | DYRK1A inh | KCNQ1 pot
Nc1nonc1-n1nnc(C(=O)N/N=C/c2c(Cl)cccc2Cl)c1CN1CCOCC1
 : i | i | -7 | -6 | i | i | i | i | i | 2 | i
COc1ccc(-c2ccc(C3C(C#N)=C(N)Oc4n[nH]c(C)c43)o2)cc1 (stereo not given)
 : i | -11* | 11 | -16 | i | i | i | i | i | 5 | i
O=C(Nc1nnc(C23CC4CC(CC(C4)C2)C3)s1)c1ccco1
 : i | i | -6 | -8 | i | i | i | i | i | -1 | i
O=C(CCCn1c(=O)[nH]c2ccccc2c1=O)NC1CCCCCC1
 : i | i | 3 | -13 | i | i | i | i | i | 2 | i
CCC(=O)Nc1ccc(NC(=O)/C=C/c2ccc(Cl)cc2)cc1
 : i | i | -15 | -6 | i | i | i | i | i | -1 | i
CC(C)(C)c1ccc(-n2nc(C#N)c(Cl)cc2=O)cc1
 : i | i | 0 | -8 | i | i | i | i | i | -4 | i
CCOc1ccccc1NC(=O)CSc1nnc(-c2ccncc2)o1
 : i | i | 9 | -15 | i | i | i | i | i | 4 | i
O=C(NCc1cccs1)C1CCC(CNS(=O)(=O)c2cccs2)CC1 (stereo not given)
 : i | i | -43 | 2 | i | i | i | i | i | 13 | i
COc1ccc(/C=C2\SC(=N)N(c3ccc(F)cc3)C2=O)cc1
 : i | i | -14 | -2 | i | i | i | i | i | 4 | i
CS(=O)(=O)N1CCN(c2ccc(NC(=O)c3ccc(-c4ccc(Cl)cc4)o3)cc2)CC1
 : i | i | 3 | -13 | i | i | i | i | i | 20 | i
CCS(=O)(=O)C(C)(CCl)C(=O)Nc1ccc(C(=O)OC)cc1 (stereo not given)
 : i | i | -5 | -7 | i | i | i | i | i | 2 | i
CN(Cc1nccs1)C(=O)c1cc(COc2cccc3cnccc23)on1
 : i | i | 10 | -20 | i | i | i | i | i | 1 | i
CCOC(=O)c1csc(-c2ccc(OC)c(OC)c2)n1
 : i | i | 0 | -4 | i | i | i | i | i | -4 | i
COc1ccccc1OC(C)C(=O)N1CCc2ccccc21 (stereo not given)
 : i | i | -2 | -4 | i | i | i | i | i | 4 | i
COc1ccc(NC(=O)CSc2nnc(-c3ccccc3C)n2N)cc1OC
 : i | i | 2 | -9 | i | i | i | i | i | -2 | i
COc1ccccc1NC(=O)CC(NC1CCCCC1)C(=O)O (stereo not given)
 : i | i | 2 | -7 | i | i | i | i | i | 3 | i
Cc1sc(NC(=O)c2ccco2)c(C(c2cccnc2)N2CCN(C)CC2)c1C (stereo not given)
 : i | i | -2 | -15 | i | i | i | i | i | 0 | i
O=C(Nc1cccc(Cl)c1)N(CCN1CCOCC1)Cc1ccccc1F
 : i | i | 2 | -19 | i | i | i | i | i | 5 | i
CCSc1nnc(NC(NC(C)=O)(C(F)(F)F)C(F)(F)F)s1
 : i | i | 3 | -6 | i | i | i | i | i | -3 | i
CCCCOC(=O)C1Cc2ccccc2C(=O)O1 (stereo not given)
 : i | i | 5 | -5 | i | i | i | i | i | -5 | i

Next section, starting with the last four of the part before.
| Molecule | TRPC4 potent | KCNK3 inh | Platelet DG rel | hERG protect | PolyA inhibitor | KCNQ1 block | TRPC4 block | TRPC4 act | KCNK9 block | DYRK1A inh | KCNQ1 pot |
| --- | --- | --- | --- | --- | --- | --- | --- | --- | --- | --- | --- |
| Cc1sc(NC(=O)c2ccco2)c(C(c2cccnc2)N2CCN(C)CC2)c1C (stereo not given) | i | i | -2 | -15 | i | i | i | i | i | 0 | i |
| O=C(Nc1cccc(Cl)c1)N(CCN1CCOCC1)Cc1ccccc1F | i | i | 2 | -19 | i | i | i | i | i | 5 | i |
| CCSc1nnc(NC(NC(C)=O)(C(F)(F)F)C(F)(F)F)s1 | i | i | 3 | -6 | i | i | i | i | i | -3 | i |
| CCCCOC(=O)C1Cc2ccccc2C(=O)O1 (stereo not given) | i | i | 5 | -5 | i | i | i | i | i | -5 | i |
| O=C(CN1C2=NCCCN2c2ccccc21)c1ccc([N+](=O)[O-])cc1 | i | i | 3 | -10 | i | i | i | i | i | 2 | i |
| CCCCCCC1CC(C)(C(=O)CNc2nncs2)OC1=O (stereo not given) | i | i | -5 | -6 | i | i | i | i | i | 1 | i |
| COc1cccc(NC(=O)Cn2nnc(C(=O)Nc3ccccc3)c2N)c1 | i | i | 4 | -9 | i | i | i | i | i | 0 | i |
| CCN1C(=O)C2C(c3ccccc3F)NC(Cc3ccc(O)cc3)(C(=O)OC)C2C1=O (stereo not given) | i | i | 0 | -11 | i | i | i | i | i | -5 | i |
| Cn1ncc(Br)c1NC(=O)Nc1ccc(Cl)cc1 | i | i | 0 | -3 | i | i | i | i | i | 6 | i |
| OC(COc1ccccc1)Cn1c2ccccc2c2ccccc21 (stereo not given) | i | i | -7 | -3 | i | i | i | i | i | 0 | i |
| CCOC(=O)C1(CCOc2ccccc2)CCN(Cc2cc(OC)c(O)c(OC)c2)CC1 | i | i | 1 | -16 | i | i | i | i | i | 6 | i |
| CCc1c(C)nc2c(OC)cccc2c1SCCC(=O)O | i | i | -2 | -4 | i | i | i | i | i | -3 | i |
| COc1ccc(C2=NS(=O)(=O)N(C)C(C(=O)Nc3cc(C)ccc3O)=C2)cc1OC | i | -9.2* | 3 | -35 | i | 9* | i | i | i | 4 | i |
| CCN1C(=O)[C@H]2[C@@H](c3ccc(OC)cc3)N3C(=O)CN(CC4CC4)C(=O)[C@@]3(C)[C@H]2C1=O | i | i | -1 | -1 | i | i | i | i | i | x | i |
| C/C(CCc1ccccc1)=N/NC(=O)C(=O)NC(C)c1ccccc1 (stereo not given) | i | i | 11 | -9 | i | i | i | i | i | -7 | i |
